# Source: PubChem
# beta cell repl: inducers of MIN6 beta-cell proliferation, primary screen, ATP luminescence, uHTS; proliferation, % at 10 µM; MIN6 cells proliferation, ATPlite luminescence, 48 h; cells starved in 0.2% serum; 100% = growth in 10% serum; 0.29% of 330,000 active;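 active = compounds whose signal lies at least 3.5 SD above the mean of all wells on their plate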;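 note: 0% = DMSO-treated cells in low-serum medium and 100% = 10% serum control; some compounds called inactive have numbers as strong as hits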
# A3G deaminase: APOBEC3G DNA deaminase inhibitors, primary screen, biochemical, fluorescence, single-stranded DNA substrate, uHTS. DNA dC->dU-editing enzyme APOBEC-3G (Homo sapiens), Q9HC16. recombinant A3G, ssDNA deamination FAM/TAMRA fluorescence. inhibition, % at 20 µM. 0.28% of 330,000 active. AID 493012, 2011;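 active = inhibition of at least 40% at 20 µM, with no more than 30% in the related APOBEC3A deaminase screen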;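 note: plate controls were DMSO wells with A3G for no effect and wells lacking A3G enzyme for full effect; some compounds called inactive have numbers as strong as hits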
# Target sequence (Q9HC16 whole entry, looked up): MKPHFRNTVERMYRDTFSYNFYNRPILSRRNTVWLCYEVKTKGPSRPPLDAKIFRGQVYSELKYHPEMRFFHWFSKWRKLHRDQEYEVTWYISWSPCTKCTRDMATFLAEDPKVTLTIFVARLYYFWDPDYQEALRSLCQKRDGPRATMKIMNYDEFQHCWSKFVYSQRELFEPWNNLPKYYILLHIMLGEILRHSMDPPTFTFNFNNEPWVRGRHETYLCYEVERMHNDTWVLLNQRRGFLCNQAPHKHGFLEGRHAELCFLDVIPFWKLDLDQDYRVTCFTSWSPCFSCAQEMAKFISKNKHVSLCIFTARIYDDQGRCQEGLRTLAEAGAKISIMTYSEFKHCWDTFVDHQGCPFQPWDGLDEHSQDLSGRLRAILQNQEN
# ATG4B inhibitor: ATG4B protease inhibitors, primary screen, biochemical, fluorescence, uHTS | Cysteine protease ATG4B (Homo sapiens), Q9Y4P1 | inhibition, % at 8.33 µM | 0.51% of 340,000 active | AID 504462, 2011 | ATG4B cleavage of LC3-PLA2, NBD-HPC fluorescence, 1 h; in the data active = inhibition above about 40%
# Target sequence (Q9Y4P1 whole entry, looked up): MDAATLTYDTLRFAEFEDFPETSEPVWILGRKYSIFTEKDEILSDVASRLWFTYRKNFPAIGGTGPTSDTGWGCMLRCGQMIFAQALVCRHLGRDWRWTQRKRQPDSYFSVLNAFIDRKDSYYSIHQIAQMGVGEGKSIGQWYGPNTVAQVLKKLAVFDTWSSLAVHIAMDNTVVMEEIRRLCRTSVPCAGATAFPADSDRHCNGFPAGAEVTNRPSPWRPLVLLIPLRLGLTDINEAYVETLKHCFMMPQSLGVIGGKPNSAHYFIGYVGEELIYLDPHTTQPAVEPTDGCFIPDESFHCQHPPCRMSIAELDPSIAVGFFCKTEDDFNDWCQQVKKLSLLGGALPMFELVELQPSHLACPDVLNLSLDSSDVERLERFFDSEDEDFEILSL
# MPTP inh: mitochondrial permeability transition pore inhibitors, primary screen, biochemical, isolated mouse mitochondria, absorbance; Ca2+ swelling absorbance, 30 min; AID 602449, 2012; 1.4% of 360,000 active; inhibition, % at 10 µM;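 active = inhibition of 50% or more, scaled per plate between neutral and stimulator controls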;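 note: 0% = DMSO wells given calcium and 100% = 1 mM EGTA wells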
# mIAP block: inhibitors of mouse IAP, primary screen, biochemical, luminescence, uHTS; intestinal alkaline phosphatase [Mus musculus]; purified mouse IAP, CDP-Star luminescence, 30 min; inhibition, % at 10 µM; 0.2% of 330,000 active; AID 2806, 2010;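 active = inhibition of at least 40% at 10 µM in the primary screen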;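 note: plate controls were DMSO with enzyme for no effect and no enzyme wells for full effect; values of inactives mirror those of a sister screen read the other way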
# mIAP act: activators of mouse IAP, primary screen, biochemical, luminescence, uHTS. 0.24% of 330,000 active. AID 2805, 2010. activation factor at 10 µM. intestinal alkaline phosphatase [Mus musculus]. muIAP, CDP-Star luminescence, 30 min; hits give high values; 1 = vehicle-only enzyme signal, 0 = enzyme-free wells;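 active = activation factor of at least 2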; note: the source names both 10 and 20 µM as test concentration; values of inactives mirror those of a sister screen read the other way
#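 System: mouse IAP enzyme. Reagent: CDP-Star chemiluminescent phosphatase substrate. Benchmarks: DMSO wells, no-enzyme wells. Times: 30 min enzyme-substrate-compound incubation at room temperature. Detection: luminescence from enzymatic CDP-Star hydrolysis. Doses: test compounds delivered from DMSO solution.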
# hIAP activ: human IAP activators, primary screen, biochemical, luminescence, uHTS | purified human IAP, CDP-Star luminescence, 30 min; hits give high values; 1 = vehicle-only enzyme, 0 = enzyme-free background | activation factor at 10 µM | 0.16% of 330,000 active | AID 2524, 2010;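 active = activation factor of the enzyme at least 2-fold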; note: the source names both 10 and 20 µM as test concentration; values of inactives mirror those of a sister screen read the other way
# APOBEC3A inh: APOBEC3A ssDNA deaminase inhibitors, primary screen, selectivity assay for APOBEC3G inhibitor project, biochemical, FAM/TAMRA oligo cleavage fluorescence; DNA dC->dU-editing enzyme APOBEC-3A (Homo sapiens), P31941; recombinant A3A, FAM/TAMRA ssDNA deamination fluorescence; inhibition, % at 20 µM; 0.41% of 330,000 active; AID 493011, 2011;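 active = at least 40% inhibition at 20 µM here, with at most 30% in a related deaminase screen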;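 note: plate controls were A3A with DMSO for no effect and wells lacking A3A enzyme for full effect; some results filed as inactive read as strong as hits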
# Target sequence (P31941 whole entry, looked up): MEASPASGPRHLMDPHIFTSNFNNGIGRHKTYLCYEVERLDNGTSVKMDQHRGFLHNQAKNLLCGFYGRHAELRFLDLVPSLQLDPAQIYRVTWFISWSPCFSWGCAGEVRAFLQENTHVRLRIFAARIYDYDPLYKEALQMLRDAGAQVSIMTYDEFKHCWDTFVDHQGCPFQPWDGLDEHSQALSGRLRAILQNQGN
# hIAP block: human IAP inhibitors, primary screen, biochemical, luminescence, uHTS. Intestinal-type alkaline phosphatase (Homo sapiens), P09923. purified IAP, CDP-Star luminescence, 30 min. inhibition, % at 10 µM. 0.12% of 330,000 active. AID 2544, 2010;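 active = inhibition reaching a set limit with compound at 10 µM in the primary screen, cut at about 35% in these data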;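 note: plate controls were DMSO wells with enzyme for no effect and no-enzyme buffer wells for full effect; values of inactives mirror those of a sister screen read the other way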
# * hit, by the source's call; · = not tested or not shown.
canonical_smiles	beta cell repl	A3G deaminase	ATG4B inhibitor	MPTP inh	mIAP block	mIAP act	hIAP activ	APOBEC3A inh	hIAP block
CCOC(=O)C1=C(CC)OC(N)=C(C#N)C1c1ccc(OC)c(C)c1OC (centres undefined)	0	-6	-2	0.5	-8	1.1	1.1	2	-7
CCNS(=O)(=O)c1ccc(NC(=S)NCC2CCCO2)cc1 (centres undefined)	1	0	-6	-1.7	-1	1	0.89	-1	11
COc1ccc(CCNC(=O)CSc2nc(N)cc(=O)[nH]2)cc1OC	-3	-8	-5	-1.9	1	0.99	1.1	-3	-7
Cc1ccc(SCCNC(=S)Nc2cc(C)cc(C)c2)cc1	-4	-5	21	2.2	-232	3.3*	0.89	0	11
CCC(=O)Nc1ccc(Cl)c(NC(=S)NC(=O)c2cc3ccccc3o2)c1	-4	-4	-4	3.7	11	0.89	0.91	1	9
Cc1ccc(/C=C/S(=O)(=O)NCC(=O)OCC(=O)Nc2ccc(C(=O)N(C)C)cc2)cc1	-5	-6	-4	-0.3	-6	1.1	1	-3	-4
Cc1cc(Br)ccc1OCCN1CCCC1	-2	-1	2	0.3	20	0.81	1.4	-4	-36
Cc1ccn(C(=O)c2cc3ccccc3oc2=O)n1	-4	-1	·	·	-4	1	1.1	4	-11
CN1CCN(S(=O)(=O)c2ccc(N3CCc4ccccc4C3)nc2)CC1	1	-2	-2	-1.4	9	0.91	0.97	-1	3
CC(C)NS(=O)(=O)c1ccc(NC(=O)C(C)OC(=O)CCC2CCCC2)cc1 (centres undefined)	3	-9	-5	0.9	-9	1.1	0.98	-1	2
O=C(CCc1nc(-c2ccccc2)no1)Nc1cccc(C(=O)NC2CC2)c1	-5	-4	-2	0.1	10	0.9	1.1	1	-7
FC(F)(F)c1cnc2c(-c3ccc(Cl)cc3Cl)noc2c1	-2	-4	0	1.9	6	0.94	0.91	2	9
O=C(Nc1ccc(C(=O)N2CCCCC2)cc1)c1cccc([N+](=O)[O-])c1	-5	-3	-4	2.0	-1	1	1.1	-1	-8
COc1ccccc1CNC(=O)c1cc(-c2ccccc2C)nn1CC1CC(c2cccnc2)=NO1 (centres undefined)	0	-11	-12	0.6	-39	1.4	1.2	-3	-25
CCc1c(C(=O)Nc2ncn(Cc3cccc(C)c3)n2)csc1C	-3	-3	-1	0.6	-15	1.1	1.1	-5	-11
O=C(CCS(=O)(=O)c1ccccc1)N(CCCN1CCOCC1)c1nc2ccc(F)cc2s1	-7	-8	-1	-0.5	1	0.99	1.1	-5	-10
COc1ccccc1C(=O)NCC(=O)OCC(=O)N(CC(C)C)c1c(N)n(Cc2ccccc2)c(=O)[nH]c1=O	-1	-13	-2	0.4	-7	1.1	1.2	4	-16
O=C(NCCN1CCOCC1)c1ccccc1N1C(=O)[C@@H]2Cc3c([nH]c4ccccc34)C(c3ccccc3)N2C1=O (some centres undefined)	-2	-3	-6	-2.0	-11	1.1	1.1	-6	-5
Cc1ccc(Nc2c([N+](=O)[O-])c(=O)oc3ccccc23)cc1C	3	-7	0	-0.6	15	0.85	0.89	0	11
COCCCNC(=S)N/N=C/c1ccc(O)cc1O	-2	-1	-5	1.8	-11	1.1	1.1	-3	-11
CCCC(C)C(=O)Nc1ccc(Cl)cn1 (centres undefined)	1	-4	-5	-2.0	2	0.98	0.94	-2	6
CC1Sc2ccc(C(=O)NCc3ccccn3)cc2NC1=O (centres undefined)	-7	55*	6	-1.4	21	0.79	0.96	3	4
C=CCn1c(SCC(=O)c2c(N)n(C3CC3)c(=O)[nH]c2=O)nnc1-c1ccoc1C	8	-9	-1	0.0	1	0.99	1	-2	-2
COc1ccccc1C(c1nnnn1Cc1ccccc1)N1CCN(c2nc3ccccc3s2)CC1 (centres undefined)	-3	2	-2	0.8	-21	1.2	1.1	3	-10
CN(c1ccccc1)S(=O)(=O)c1cccc(NC(=O)C2=NN(c3ccccc3)C(=O)CC2)c1	-1	-4	-10	2.1	-3	1	0.97	1	3
CN1CCN(S(=O)(=O)c2ccc(NC(=O)c3ccc(F)cc3Cl)cc2)CC1	1	-5	4	-1.7	-2	1	0.98	-6	2
COc1cc(Cl)nn(-c2ccccc2)c1=O	-1	0	-2	7.9	6	0.94	0.77	3	23
CC(=O)N1CCc2cc(S(=O)(=O)NCCCN3CCCCC3)ccc21	5	-8	-3	-2.3	7	0.93	0.87	-6	13
CC(C)(C)Nc1nc(Oc2ccc(=O)[nH]n2)nc(N2CCOCC2)n1	-4	-2	6	-1.6	2	0.98	0.96	-2	4
CC(O)c1cccc(NC2=CC(=O)CC(C)(C)C2)c1 (centres undefined)	-2	-2	-16	-1.1	-8	1.1	1.1	1	-6

# Overlap with the part before: 2 compounds, followed by the next part.
canonical_smiles	beta cell repl	A3G deaminase	ATG4B inhibitor	MPTP inh	mIAP block	mIAP act	hIAP activ	APOBEC3A inh	hIAP block
CC(C)(C)Nc1nc(Oc2ccc(=O)[nH]n2)nc(N2CCOCC2)n1	-4	-2	6	-1.6	2	0.98	0.96	-2	4
CC(O)c1cccc(NC2=CC(=O)CC(C)(C)C2)c1 (centres undefined)	-2	-2	-16	-1.1	-8	1.1	1.1	1	-6
Cc1ccc(OCCCCNC(C)(C)C)c([N+](=O)[O-])c1	0	-4	0	1.8	11	0.89	0.89	2	11
CN1C(=O)C(CC(=O)Nc2ccc(F)cc2)N(Cc2cccs2)C1=S (centres undefined)	-2	-11	10	2.8	6	0.94	0.99	-4	1
Cc1cc(Cl)ccc1OCc1nnc(-c2ccccc2C)o1	-2	-3	5	1.2	8	0.92	1.1	0	-8
CCSc1nnc(NC(=O)COc2ccccc2[N+](=O)[O-])s1	-3	-1	1	-2.8	-3	1	1	1	0
CCCn1nc(NC(=O)COC)c2cc3cccc(C)c3nc21	-1	-8	2	1.4	-8	1.1	1.2	-3	-20
N#Cc1ccccc1Sc1ccccc1C(=O)Nc1ccc2ccccc2c1	-5	-6	-17	4.5	10	0.9	0.84	-2	16
O=C(CSc1ncn[nH]1)c1ccc2c(c1)OCCO2	-4	-8	-2	-0.9	2	0.98	1.1	-6	-11
Cc1ccc(OCC(=O)n2cnnc2N)c(C)c1	-1	-2	·	·	1	0.99	1	-2	-2
COCc1nnc(NC(=O)C23CC4CC(CC(C4)C2)C3)s1	3	-3	3	-1.2	4	0.95	0.95	-3	5
COc1cc2nc(COc3ccccc3[N+](=O)[O-])oc(=O)c2cc1OC	-1	0	-7	-0.8	4	0.96	0.97	1	3
CSc1ccccc1NC(=O)c1cc2c(=O)n3ccccc3nc2s1	1	-6	-1	0.6	1	0.99	1.2	-1	-15
COC(=O)CCC(=O)c1ccn(S(=O)(=O)c2ccccc2)c1	0	-3	3	0.0	-3	1	0.96	1	4
O=C(COc1ccc(F)cc1)N1CCC(c2ccccc2)C1 (centres undefined)	1	-4	-10	0.2	-10	1.1	0.99	-3	1
COc1ccc(CNc2cccc3[nH]c(C(F)(F)F)nc23)cc1	-3	-7	-8	0.9	6	0.94	0.95	-4	5
CC1(C)CC(NC(=O)COc2ccc3ccccc3c2)CC(C)(C)N1	-2	-6	-8	1.9	3	0.97	1.1	-2	-8
C=Cn1nc(C)c2ccccc2c1=O	-1	-8	-3	-2.2	-2	1	0.87	-2	13
CC(C)Nc1nc(-c2cccnc2)nc(-c2ccc(Cl)cc2)c1C#N	-5	-3	-1	0.9	0	0.99	0.97	-2	3
O=C(O)CCN1C(=O)C(=C2CCCCCC2)SC1=S	-4	-7	-4	-0.6	2	0.97	1.2	0	-16
Cc1cc(C)c2ccc(Cl)cc2n1	-5	-6	2	-0.1	2	0.98	0.92	-4	8
COc1cc(NC(=O)c2ccco2)c(OC)cc1NC(=O)CCC(=O)Nc1cc(C)ccc1C	1	-6	12	3.2	-2	1	0.9	0	10
Cc1ccc(-c2nnc(N3CCOCC3)c3ccccc23)cc1S(=O)(=O)NCC1CCCO1 (centres undefined)	-3	0	1	-8.1	0	0.99	0.97	-4	3
COc1ccc(-c2nc3ccccc3c(=O)n2CCCN2CCOCC2)cc1	-3	9	-4	-0.6	-4	1	1	1	-3
O=C(CN1C(=O)C2C3C=CC(C3)C2C1=O)N1CC(=O)N(CCc2ccccc2)C(=O)C1 (centres undefined)	-3	-2	-14	-0.5	-6	1.1	1.1	-1	-15
O=C(O)C1C2C=CC(C2)C1C(=O)NCCc1ccncc1 (centres undefined)	0	-3	-12	1.0	-11	1.1	1	2	-3
CCCCC(Sc1nc(N)c(NC(=O)c2ccc(OCC)cc2)c(=O)[nH]1)C(=O)O (centres undefined)	-2	0	-5	0.9	-17	1.2	0.98	1	2
COc1cc2nc(NC(=O)c3ccccc3)sc(=O)c2cc1OC	-2	-3	-8	0.1	-2	1	1	4	0
COc1ccc(-n2c(SCC(=O)Nc3ccc4c(c3)OCO4)nc3ccccc3c2=O)cc1	-4	1	18	-0.9	-17	1.2	0.97	4	3
CC(=O)c1cccc(NC(=O)CCc2nnc3ccc(NCc4ccco4)nn23)c1	-2	6	3	1.3	0	1	1.4	10	-37
FC(F)(F)c1ccc(-c2nnc(-c3cccnc3)o2)cc1	1	-5	-3	0.0	0	1	1.1	0	-5
O=C(NCc1cccnc1)c1cccn1-c1ncc(C(F)(F)F)cc1Cl	8.8*	-3	1	-0.6	3	0.97	1.1	0	-9
CCc1nnc(NC(=O)CSc2nnc(Cc3ccccc3)n2Cc2ccccc2)s1	-1	-6	-14	0.7	1	0.99	1.1	-1	-9
CC1CCC(CN2C(Nc3ccccc3)=NC[C@@H]2Cc2ccccc2)CC1 (some centres undefined)	-6	-3	4	1.9	-27	1.3	1	-3	-2
CCOC(=O)CNC(=O)CSc1nnc(Cn2c(=O)sc3ccccc32)n1C	-3	-5	-6	-1.0	-22	1.2	1	-1	-3
O=C(NCc1ccc(Cl)cc1)c1cccc(NC2=NC3CS(=O)(=O)CC3S2)c1 (centres undefined)	0	-9	-16	-0.1	-4	1	0.96	-5	4
CCN(CC)S(=O)(=O)c1ccc(OC)c(NC(=O)c2ccc(N3CCCC3=O)cc2)c1	5	-8	-31	-2.2	-3	1	1	-3	-2
CCc1ccc(S(=O)(=O)N/N=C\c2ccc3c(c2)OCO3)cc1	2	0	-2	1.0	1	0.99	1.1	2	-5
N#Cc1nc(COc2ccc(F)cc2)oc1N1CCN(Cc2ccccc2)CC1	-2	-6	-6	-0.4	-4	1	1	-5	-3
O=c1c2cnn(-c3ccccc3)c2ncn1Cc1ccccc1	-2	-4	-8	0.3	2	0.98	1	-5	-4
Cc1ccc(Cn2ccc(NC(=O)c3cc(-c4cccc(Cl)c4)on3)n2)cc1	-1	-3	0	2.5	6	0.94	0.97	-1	3
